D2 PAM = positive allosteric modulators of human D2 dopamine receptor; HEK293 T-REx D2, calcium flux, EC20 dopamine potentiation; 340,000 compounds, 0.34% hits; potentiation, % at 10 µM; AID 485347; P14416;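 active = potentiation over 3 SD above the plate norm, cut at about 30% in these data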; also: 0% is about no effect
Target sequence (P14416 whole entry, looked up): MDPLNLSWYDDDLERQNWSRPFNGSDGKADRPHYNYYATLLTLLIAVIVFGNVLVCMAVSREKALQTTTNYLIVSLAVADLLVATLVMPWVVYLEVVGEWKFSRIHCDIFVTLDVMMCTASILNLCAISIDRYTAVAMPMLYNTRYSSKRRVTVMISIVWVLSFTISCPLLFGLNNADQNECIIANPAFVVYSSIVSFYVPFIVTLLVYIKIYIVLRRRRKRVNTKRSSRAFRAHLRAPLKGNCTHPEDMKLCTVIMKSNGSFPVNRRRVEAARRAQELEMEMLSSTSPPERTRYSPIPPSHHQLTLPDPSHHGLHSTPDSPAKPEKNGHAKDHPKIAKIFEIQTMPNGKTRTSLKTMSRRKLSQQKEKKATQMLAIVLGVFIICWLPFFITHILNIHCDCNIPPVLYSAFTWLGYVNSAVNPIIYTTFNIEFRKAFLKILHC
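Primary screen. Calcium kinetics in induced HEK293 T-REx D2 cells: compound pre-addition 180 s, EC20 dopamine, 180 s more.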
D1 PAM = human D1 dopamine receptor positive modulation | 360,000 compounds, 0.036% hits | P21728 | AID 504651 | potentiation, % at 10 µM | HEK293 TREx D1 cells, calcium flux, dopamine EC20 potentiation; in the data active = potentiation above about 30%; also: 0% is about no effect
Target sequence (P21728 whole entry, looked up): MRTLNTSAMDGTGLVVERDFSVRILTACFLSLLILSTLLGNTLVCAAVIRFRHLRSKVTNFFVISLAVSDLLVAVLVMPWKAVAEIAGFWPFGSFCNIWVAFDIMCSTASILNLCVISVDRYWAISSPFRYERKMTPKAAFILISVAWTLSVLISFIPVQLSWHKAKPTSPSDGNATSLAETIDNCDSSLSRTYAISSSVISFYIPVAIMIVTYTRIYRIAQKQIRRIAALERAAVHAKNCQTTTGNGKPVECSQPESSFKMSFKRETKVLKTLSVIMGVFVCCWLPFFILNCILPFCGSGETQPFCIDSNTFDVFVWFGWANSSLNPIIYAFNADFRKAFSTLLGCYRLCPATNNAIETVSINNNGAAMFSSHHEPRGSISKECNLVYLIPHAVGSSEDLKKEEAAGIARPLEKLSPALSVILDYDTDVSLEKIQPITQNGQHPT
D1 antag = blocks dopamine activation of the human D1 receptor | HEK293 TREx D1 cells, calcium flux, dopamine EC80; stronger effect = lower value | activity change, negative = inhibition, % at 10 µM | 360,000 compounds, 3.2% hits; in the data active = activity change below about -30%; also: % is scaled to controls: 0 for no effect and ±100 for the full control effect
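Inducible Hek293 Trex D1 cells (tetracycline, overnight, 30 C). Calcium dye 30–90 min RT. Antagonist mode: EC80 dopamine added after 180 s compound read.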
TRHR ag = activates the human TRH receptor; P34981; TRHR cells, calcium flux fluo-8, FDSS agonist mode; activation, % at 2 µM; 360,000 compounds, 0.18% hits; AID 493084; also: 0% is about no effect
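Fluo-8-loaded TRHR cells; 10 s baseline, compound added, kinetic Ca2+ fluorescence read 1/s, agonist mode.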
D2 agonist = D2 dopamine receptor (human) agonism. HEK293 T-REx D2 cells, calcium flux agonist mode. P14416. AID 485358. 340,000 compounds, 0.53% hits. activation, % at 2 µM;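 active = activation over 3 SD above normal in the single-dose calcium agonist read, cut at about 30% in these data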; also: 0% is about no effect
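HEK293 Trex D2 cells, tetracycline-induced, o/n 30 C 5% CO2; no-wash Ca dye, RT 30–90 min; 10-cycle baseline, 23 nl cpd added, kinetic Ca read 180 s; agonist hits = positive Ca response.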
D2 antag = D2 dopamine receptor (human) antagonism; AID 485344; 340,000 compounds, 2% hits; inhibition, % at 10 µM; HEK293 TREx D2 cells, calcium flux, dopamine EC80; in the data active = inhibition above about 30%; also: 0% is about no effect
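Antagonism is scored as inhibition of an EC80 dopamine-evoked calcium signal in a force-coupled, tetracycline-inducible HEK293 T-REx D2 line, with compound present 180 s before agonist.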
D1 ag = agonists of human D1 dopamine receptor; P21728; HEK293 T-REx D1 cells, calcium flux, agonist mode; activation, % at 2 µM; 360,000 compounds, 1% hits; also: 0% is about no effect
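Inducible HEK293 T-REx D1 cells, force-coupled to calcium signalling, were plated at 4000 cells/well with tetracycline and held overnight at 30 C. After no-wash calcium dye loading, compound-evoked calcium rise over 180 s flagged agonists.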
TRHR enhancer = allosteric enhancers of human TRH receptor; TRHR cells, fluo-8 calcium fluorescence, EC20 TRH enhancement; enhancement, % at 2 µM; 360,000 compounds, 0.66% hits; AID 493056; in the data active = enhancement above about 30%; also: 0% is about no effect
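TRHR-expressing cells loaded with fluo-8 calcium dye were read kinetically (ex 480/em 530) during compound addition, then stimulated with an EC20 of TRH (10 nM final). Enhancement of the Gq-mediated intracellular calcium response was scored.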
RXFP1 antagonist = antagonists of human relaxin receptor RXFP1; Q9HBX9; HEK293-RXFP1, relaxin-stimulated cAMP HTRF, 30 min; stronger effect = lower value; activity change, negative = inhibition, % at 57.5 µM; 350,000 compounds, 0.59% hits; AID 1259400;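 active = activity change of -60% or lower, but not beyond a set lower limit; inconclusive = change between -60% and -40%, or beyond the set limit; inactive = change above -40%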; also: % is scaled to controls: 0 for no effect and ±100 for the full control effect
The depositor's hits bear a star; ? = inconclusive; / = not tested or not shown. Rule as the data show it, unless noted: active = activation above about 30%; inactive = the rest. Compounds were not picked by outcome; about 7.1% have a hit in one of these screens.

item	structure	D2 agonist	D1 antag	D2 PAM	D1 PAM	D2 antag	RXFP1 antagonist	TRHR ag	TRHR enhancer	D1 ag
1	COc1ccc(/C=N\NC(=O)c2ccc(-c3ccccc3)cc2)cc1COC(C)=O	-0.2	-6	3	-5	-3	-12	-0.3	5	3
2	CC(C)NC(=O)c1ccc(N2CCOCC2)nc1	-0.8	7	0	-5	5	-8	0.1	-3	3
3	Fc1ccc(NCc2n[nH]c(=S)n2Cc2ccccc2)cc1	0.1	-9	24	1	1	-39	0.0	28	0
4	COc1ccc2c(c1)CCc1c(C(=O)Nc3c(C)nn(Cc4ccc(Cl)cc4)c3C)noc1-2	-0.8	-21	6	-2	/	-2	-1.3	20	6
5	CC(C)OCCCN1CN(S(=O)(=O)c2cccc(Cl)c2)c2nc3ccccc3nc21	-0.7	8	-4	1	-3	-22	0.0	2	4
6	Cc1ccc(S(=O)(=O)Nc2cccc(C(=O)NCCCN3CCOCC3)c2)cc1F	/	8	/	-1	/	6	0.0	-6	3
7	N#CC1=C(N)Oc2c(sc3ccccc23)C1c1ccco1 (centres undefined)	1.3	2	9	-8	-1	-10	2.1	4	2
8	Nc1ncnc2c1CCC2	0.5	15	7	-3	-12	13	0.4	7	3
9	CCOC(=O)C1CCCN(S(=O)(=O)Cc2ccccc2)C1 (centres undefined)	-0.2	-64*	-4	-7	12	2	-0.7	12	1
10	FC(F)(F)c1ccccc1NC(=S)N1CCN(Cc2ccc3c(c2)OCO3)CC1	-1.5	-11	-1	2	7	-2	-1.2	5	13
11	CN(CC(=O)Nc1cccc(F)c1)C(=O)c1cn(-c2ccccc2)nc1-c1ccc(Cl)cc1	/	32	/	-7	/	6	1.0	5	4
12	Cc1cccc(-c2nc3ccccc3c(=O)n2NC(=S)N(C)C)c1	2.1	-7	2	1	10	-5	0.6	3	2
13	CC(C)(C)c1ccc(Cn2c(=N)n(CC(O)c3ccco3)c3ccccc32)cc1 (centres undefined)	4.1	-10	1	10	11	-36	3.3	10	72*
14	CCOC(=O)c1sc(NC(=O)C2CC(=O)N(c3ccc(C)cc3)C2)nc1C (centres undefined)	0.5	2	-3	2	19	-26	0.1	-1	0
15	CC(C)(C)NC(=O)COc1ccc(CNn2nnnc2N)cc1	0.6	1	-4	-1	-1	-5	0.7	1	0
16	Cc1ccc(-c2nnn(CC(=O)Nc3ccccc3-c3ccccc3)n2)c(-n2cnnn2)c1	-0.4	8	3	7	-24	-5	-0.4	-4	1
17	CCOC(=O)C1=C(C)N=c2s/c(=C\c3cccn3C)c(=O)n2C1c1cccc(OC)c1OC (centres undefined)	11	-15	/	-8	-13	-8	8.1	-3	19
18	CCCOC(=O)C1=C(C)NC(=O)NC1c1cccc2ccccc12 (centres undefined)	-1.0	7	2	4	8	3	-0.4	-1	-1
19	CC(C)Nc1nc(NC(C)C)nc(C(=O)OCCO)n1	-0.2	-7	-19	-3	19	/	-0.1	-5	1
20	Cc1sc2nc(CSCC(=O)NC3CCCCC3)[nH]c(=O)c2c1C	1.0	6	5	-3	7	-13	3.1	-2	3
21	Cc1ccc(N=C2C(=O)Nc3ccccc32)c(C)c1	0.4	2	15	-1	-24	3	-0.4	0	0
22	CC1(C)CC(=O)C(N=Nc2ccc(-c3ccccc3)cc2)=C(O)C1	/	5	-3	-6	/	-6	0.9	0	11
23	O=C(Nc1ccc2nn(-c3ccccc3)nc2c1)c1cc2ccccc2o1	-0.2	5	-5	1	/	-10	-0.6	6	1
24	Cc1ccc(C(C)C)c(OCCn2ccnc2C)c1	1.4	-10	-7	-5	-6	-16	0.4	24	11

Reformatted: results already given
(12) Cc1cccc(-c2nc3ccccc3c(=O)n2NC(=S)N(C)C)c1
(13) CC(C)(C)c1ccc(Cn2c(=N)n(CC(O)c3ccco3)c3ccccc32)cc1 (centres undefined)
(14) CCOC(=O)c1sc(NC(=O)C2CC(=O)N(c3ccc(C)cc3)C2)nc1C (centres undefined)
(15) CC(C)(C)NC(=O)COc1ccc(CNn2nnnc2N)cc1

screen / no.,12,13,14,15
D2 agonist,2.1,4.1,0.5,0.6
D1 antag,-7,-10,2,1
D2 PAM,2,1,-3,-4
D1 PAM,1,10,2,-1
D2 antag,10,11,19,-1
RXFP1 antagonist,-5,-36,-26,-5
TRHR ag,0.6,3.3,0.1,0.7
TRHR enhancer,3,10,-1,1
D1 ag,2,72*,0,0

Following part.
item	structure	D2 agonist	D1 antag	D2 PAM	D1 PAM	D2 antag	RXFP1 antagonist	TRHR ag	TRHR enhancer	D1 ag
25	COc1ccccc1C(=O)N(Cc1cccs1)C1CCS(=O)(=O)C1 (centres undefined)	-0.5	1	5	3	-5	-1	-0.4	-1	1
26	COc1ccc(C(CNC(=O)COc2cc(C)ccc2Cl)N2CCCCC2)cc1 (centres undefined)	0.6	9	-17	1	-6	4	3.8	0	2
27	Cc1ccc(OCc2nc(-c3ccc(-n4cccc4)cc3)no2)cc1C	0.7	5	-3	/	-2	/	0.7	10	3
28	CCCC(=O)NCC(c1ccc2c(c1)OCO2)N1CCOCC1 (centres undefined)	-4.0	-10	3	-2	/	4	0.4	-2	2
29	Cc1nn(Cc2ccc(Cl)c(Cl)c2)c(C)c1NC(=O)c1cc(C2CC2)on1	-1.1	-4	1	-8	-8	/	0.3	2	0
30	COc1ccc(-c2nnc(SCC(=O)NCCc3ccc(OC)c(OC)c3)nc2-c2ccc(OC)cc2)cc1	-2.3	-1	7	-1	/	-9	1.0	-3	3
31	Cc1nn(CC(=O)NCCCN2CCCCC2)c(=O)c2cc(-c3ccccc3)nn12	-0.1	-12	-18	0	14	3	0.0	6	0
32	COc1cc(OC)c(NC(=O)c2sc3ncn(CC(=O)N4CCN(c5ccccn5)CC4)c(=O)c3c2C)cc1Cl	0.3	-4	-11	0	4	-4	-0.1	0	1
33	O=C(CCN1C(=O)/C(=C/c2cccs2)SC1=S)NNC(=O)c1cccc(O)c1	/	-16	/	2	/	-24	-0.6	-5	30
34	COc1ccc(-c2nc(CS(=O)CC(=O)N3CCN(C)CC3)c(C)o2)cc1 (centres undefined)	0.2	-26	10	1	16	-19	0.1	-4	2
35	COC(=O)c1ccc(CSC(=N)N)o1	0.4	-6	0	-5	6	9	-0.1	1	2
36	Cc1ccc(CNC(=O)c2cc(-c3ccccc3)nn2Cc2cc(C)no2)cc1	-0.8	16	9	-3	-8	/	0.2	11	6
37	CCOC(=O)C1C(c2cccc(Cl)c2Cl)NC(=O)NC1(O)C(F)(F)F (centres undefined)	0.9	-59*	1	-4	9	-4	0.5	9	-3
38	COc1ccc(C2=NN(C(=O)CCCC(=O)O)C(c3cccs3)C2)cc1OC (centres undefined)	0.1	7	-2	-5	-12	6	0.7	10	1
39	COc1ccc(C(C)NC(=O)CN(c2cc(OC)ccc2OC)S(=O)(=O)c2ccccc2)cc1 (centres undefined)	-0.2	-3	0	-2	/	/	-1.0	-8	2
40	CCS(=O)(=O)Nc1cc(OC)c(OC)cc1Cc1nccc2cc(OC)c(OC)cc12	1.2	7	5	-7	27	-6	-0.2	-3	0
41	CCN(CC)S(=O)(=O)c1ccc(C)c(NC(=S)N2CCN(c3ccccn3)CC2)c1	2.7	-7	9	-5	18	-17	0.3	0	4
42	CCCN1C(=O)/C(=C/c2c(N3CCNC(=O)C3CC(=O)OCC)nc3c(C)cccn3c2=O)SC1=S (centres undefined)	81*	-19	-4	-1	4	-3	68*	6	216*
43	Cc1nnc(SCC(=O)NNC(=O)c2ccco2)s1	0.1	0	8	0	14	14	0.0	2	1
44	Cc1cc(NC(=O)c2ccc(NC(=O)CC(C)C)cc2)no1	1.0	-13	15	-5	13	-8	0.2	-3	0
45	CCCn1c(N)c(C(=O)CSc2nnc(C3CC3)n2Cc2ccccc2)c(=O)[nH]c1=O	-1.1	6	5	-2	-15	-6	0.7	12	1
46	CCC(Oc1ccccc1)C(=O)Nc1ccc(C)c(S(=O)(=O)N2CCOCC2)c1 (centres undefined)	0.0	0	-4	-6	-12	5	-0.4	0	0
47	COc1ccccc1NC(=O)C1=C(C)NC2=C(C(=O)CCC2)C1c1ccc(C)o1 (centres undefined)	0.9	-3	0	-8	-5	-9	-0.2	-1	0
48	CC1CCCC(NC(=O)COC(=O)COc2ccccc2Cl)C1C (centres undefined)	-2.3	-3	-3	-6	5	5	-1.0	-4	4

Structures listed so far with a tert-butyl group, in the order listed:
item	structure	D2 agonist	D1 antag	D2 PAM	D1 PAM	D2 antag	RXFP1 antagonist	TRHR ag	TRHR enhancer	D1 ag
13	CC(C)(C)c1ccc(Cn2c(=N)n(CC(O)c3ccco3)c3ccccc32)cc1 (centres undefined)	4.1	-10	1	10	11	-36	3.3	10	72*
15	CC(C)(C)NC(=O)COc1ccc(CNn2nnnc2N)cc1	0.6	1	-4	-1	-1	-5	0.7	1	0

The list continues.
item	structure	D2 agonist	D1 antag	D2 PAM	D1 PAM	D2 antag	RXFP1 antagonist	TRHR ag	TRHR enhancer	D1 ag
49	CCOc1ccc(CNC(=O)CCCC(=O)n2nc(C)c3ccccc32)cc1	-0.1	-1	11	-1	14	?	0.7	-1	4
50	CC(=O)NCCNC(=O)CCCc1nnc2n(C)c(=O)c3sccc3n12	0.3	5	1	4	/	10	0.2	7	1
51	S=C(NCc1ccccc1)NCc1ccco1	-0.7	18	13	-6	3	8	-1.1	-1	-1
52	Cc1ccccc1CC1(CO)CCCN(C(=O)c2cccc(Cl)c2)C1 (centres undefined)	-0.1	3	-3	-1	1	-3	1.4	1	1
53	Cc1ccc(-c2nsc3c(N4CCN(C(=O)c5ccco5)CC4)ncnc23)cc1	0.3	-21	17	-4	-3	/	0.8	11	5
54	CC(C)c1ccc(CNc2ccc([N+](=O)[O-])cn2)cc1	-1.4	-22	-12	0	-13	-39	-1.5	-7	8
55	c1ccc(CN2CCC(Nc3nc(-c4cccs4)nc4ccccc34)CC2)cc1	2.7	-25	8	-7	-2	-13	2.2	3	2
